Tau fibril FP: tau fibrillization inhibition (FP); AID 1468; P10636; Potency, µM (titrated, usually from 57.7 µM), for the others: at the top dose activity, negative = inhibition, hits mostly inhibitors; K18 P301L tau heparin fibrillization, Alexa594 FP, 6 h; actives 0.39% (n = 280,000); note: % is set by controls: 0 for no effect and ±100 for the full control effect; nearly all actives have a fitted effect of over 55% in size
Target sequence (P10636 561-689 P618L limits assumed): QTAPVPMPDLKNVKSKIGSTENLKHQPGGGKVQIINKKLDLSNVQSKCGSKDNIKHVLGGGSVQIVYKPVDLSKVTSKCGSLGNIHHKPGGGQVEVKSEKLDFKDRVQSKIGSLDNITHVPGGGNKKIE
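Steps: dispense K18 P301L tau (15 uM plus 0.24 uM Alexa 594 tracer, final) in pH 7 sodium acetate; add compound; add heparin (20 uM final); incubate 6 hr, 37 C; add ThT (30 uM final); after 1 hr ambient, read FP.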
RECQ1 inh: blocks DNA unwinding by human RECQ1 | actives 0.54% (n = 240,000) | RECQ1 DNA unwinding, red fluorescence kinetic read | P46063 | Potency, µM (series often up to 57.3 µM), without a hit: top-dose activity, negative = inhibition, actives largely listed as inhibitors;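 note: plate controls were vehicle for no effect and no enzyme for full effect; nearly all actives have a fitted effect of over 30% in size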
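50 nM RECQ1T1 preincubated 15 min with compound in Tris pH 8.0 buffer with MgCl2, DTT, Tween-20 and 2.5 ug/ml poly(dI-dC); started with 200 nM TAMRA/BHQ-2 forked duplex and 2 mM ATP. Unwinding read as fluorescence (525/598 nm), two reads 2 h apart.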
L3MBTL1 inh: blocks human L3MBTL1 | AlphaScreen L3MBTL1–H3K9me1 peptide binding | Potency, µM (top dose mostly 57.1 µM), without a hit: top-dose activity, negative = inhibition, hits mostly inhibitors | actives 0.66% (n = 230,000) | AID 485360; note: % is set by controls: 0 for no effect and ±100 for the full control effect; nearly all actives have a fitted effect of over 60% in size
Target sequence (Q9Y468 whole entry, looked up): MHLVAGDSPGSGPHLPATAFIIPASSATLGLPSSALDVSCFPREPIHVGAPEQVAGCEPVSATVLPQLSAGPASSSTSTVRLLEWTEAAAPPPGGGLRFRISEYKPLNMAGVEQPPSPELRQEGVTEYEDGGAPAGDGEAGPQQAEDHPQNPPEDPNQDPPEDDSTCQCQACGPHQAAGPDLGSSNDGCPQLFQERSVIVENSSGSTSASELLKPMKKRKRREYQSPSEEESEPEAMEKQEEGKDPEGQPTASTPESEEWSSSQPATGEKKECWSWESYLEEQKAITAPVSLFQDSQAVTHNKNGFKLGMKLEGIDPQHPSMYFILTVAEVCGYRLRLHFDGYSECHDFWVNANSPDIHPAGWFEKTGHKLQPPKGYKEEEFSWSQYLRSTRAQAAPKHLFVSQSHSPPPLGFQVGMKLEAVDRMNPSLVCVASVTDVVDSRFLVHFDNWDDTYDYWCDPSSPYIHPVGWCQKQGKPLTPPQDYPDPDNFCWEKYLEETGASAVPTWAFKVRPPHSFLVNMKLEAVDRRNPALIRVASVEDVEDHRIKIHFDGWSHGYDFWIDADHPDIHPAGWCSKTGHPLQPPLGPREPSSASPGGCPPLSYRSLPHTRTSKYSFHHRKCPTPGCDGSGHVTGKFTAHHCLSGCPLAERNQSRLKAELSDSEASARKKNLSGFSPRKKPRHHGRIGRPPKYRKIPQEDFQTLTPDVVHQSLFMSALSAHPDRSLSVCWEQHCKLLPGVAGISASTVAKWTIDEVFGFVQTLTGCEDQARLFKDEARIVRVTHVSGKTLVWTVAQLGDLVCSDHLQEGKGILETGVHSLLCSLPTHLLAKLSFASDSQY
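AlphaScreen assay: L3MBTL1 (50 nM final) was preincubated 30 min at room temperature with biotinylated H3(1-15)K9me1 peptide (75 nM final), then 30 min with library compounds; streptavidin donor and nickel chelate acceptor beads (10 ug/mL final) added, 30 min dark.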
TexasRed fluor: Texas Red fluorescence interference in TRb-SRC2 counter-screen | TRb/SRC2 Texas Red total fluorescence interference | Potency, µM (doses to about 106 µM), without a hit: at the top dose fluorescence change, negative = quenching | actives 0.29% (n = 280,000) | AID 1479; active = well fitted curve in either direction with a large enough effect; inconclusive = small, poorly fitted or top-dose-only effect; note: % is set by controls: 0 for no effect and ±100 for the full control effect
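Human TRb ligand-binding domain at 0.6 uM with 20 nM Texas Red SRC2 peptide in Tris buffer containing 1 uM T3 and 5% DMSO, incubated with compound 5 h at ambient temperature. Total fluorescence (555/632 nm) calculated as parallel + 2 × perpendicular.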
HTT ATP protect: Huntington cell model cytoprotection by ATP luminescence | actives 0.14% (n = 230,000) | Potency, µM (series often up to 56.4 µM), without a hit: cytoprotection (ATP increase), hits mostly activators | PC12 HTT-Q103 induced, cytoprotection, ATP luminescence, 40 h;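 note: % of control where 0% means no effect; nearly all actives have a fitted effect of over 45% in size; toxic huntingtin expression switched on by the ecdysone agonist tebufenozide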
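PC12 cells with ecdysone-inducible HTT exon 1 Q103-GFP, induced with 100 nM tebufenozide and co-treated with library compounds in a dose series (1536-well, 1500 cells/well). Cytoprotection read as ATP content by ATPlite luminescence.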
Tau fluor counter: counter-screen for tau fibril formation inhibitors | Potency, µM (highest dose often 57.7 µM), for the others: at the top dose activity change, negative = decrease | actives 0.93% (n = 280,000) | AID 1463 | tau K18 P301L Alexa594 fluorescence, heparin fibrillization; note: % is set by controls: 0 for no effect and ±100 for the full control effect; nearly all actives have a fitted effect of over 55% in size
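Human K18 P301L tau (15 uM unlabeled plus 0.24 uM Alexa 594-labeled, final) in 100 mM sodium acetate pH 7 was mixed with compound and 20 uM heparin and incubated 6 hr at 37 C.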
Tau ThT inhib: inhibitors of human tau fibril formation, thioflavin T binding | P10636 | recombinant tau K18 P301L (four-repeat tau fragment), heparin-induced fibrillization, ThT fluorescence | Potency, µM (series often up to 57.4 µM), for the others: at the highest dose activity, negative = inhibition, hits mostly inhibitors | actives 2.1% (n = 270,000) | AID 1460; note: % is set by controls: 0 for no effect and ±100 for the full control effect; nearly all actives have a fitted effect of over 55% in size
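Tau K18 P301L fragment (15 uM unlabeled plus 0.24 uM Alexa 594-labeled) in 100 mM sodium acetate pH 7 with compound, fibrillization induced by 20 uM heparin for 6 hr at 37 C. Thioflavin T (30 uM) added, fluorescence read after 1 hr (ex 450, em 510 nm).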
TRb SRC2 PPI: TRbeta-SRC2 interaction inhibition; P10828; actives 0.065% (n = 280,000); TRbeta-SRC2 peptide binding, fluorescence polarization; receptor liganded with 1 µM T3; Potency, µM (titrated, usually from 106 µM), inactives show at the highest dose activity change, negative = inhibition, most hits filed as inhibitors;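 note: plate controls were bound peptide for no effect and peptide without receptor for full effect; nearly all actives have a fitted effect of over 50% in size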
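TRb LBD 0.6 uM + Texas Red SRC2 peptide 20 nM, 1 uM T3, Tris buffer w/ 5% DMSO; compound pinned, 5 h RT; FP read ex 555/em 632; normalized to unbound and bound controls.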
Numbers without * were called inactive; i = inactive; ? = inconclusive; nt = not tested or not shown; [ ] = dose if it differs, or a comment. Unless noted, calls come from the whole dose curve; as a rule, active = well fitted curve in the direction sought with a large enough effect; inconclusive = small, poorly fitted or top-dose-only effect, or another doubt; inactive = no such curve, though single readings can be large; an effect the other way counts as inactive or inconclusive. Potency is the fitted concentration of half-maximal effect. Only part of the results is shown; the hit share may differ from the screen's.

SMILES | Tau fibril FP | RECQ1 inh | L3MBTL1 inh | TexasRed fluor | HTT ATP protect | Tau fluor counter | Tau ThT inhib | TRb SRC2 PPI
O=[N+]([O-])c1cccc(/C=N/NS(=O)(=O)c2ccccc2)c1 | 1% | ? | 9% | 0% | -4% | -4% | -13% | 1%
COc1ccc(CNC(=O)CCc2nc3cccnc3n2Cc2ccc(OC)cc2)cc1 | 3% | nt | nt | -4% | nt | -3% | 5% | 3%
O=c1c2cc(N3CCOCC3)ccc2[nH]c(=S)n1Cc1ccco1 | ? | -13% | ? | -5% | -25%[0.074 µM] | ? | ? | -8%
CSc1ccc(/C=N/NC(=O)CNc2cccc3ccccc23)cc1 | 4% | -5% | 3% | -2% | 15%[10 µM] | ? | ? | -8%
CN(C)C(=O)CCC(=O)N1CCCC(C(=O)c2ccc3c4c(cccc24)CC3)C1 (configuration not stated) | -2% | i | 0% | -9% | 6% | -2% | -5% | -8%
NNC(=S)NC1CC2CC1C1C=CCC21 (configuration not stated) | -3% | 2% | nt | 2% | 29%[10 µM] | -12% | nt | -3%
Cc1ncsc1C(=O)Nc1nc2c(s1)CC(C)CC2 (configuration not stated) | 2% | -3% | -1% | -1% | -101%[inhibitor][10 µM] | -3% | -16% | -10%
Cc1ccc(Cn2c(CO)cnc2SCC(=O)Nc2cccc(F)c2)cc1 | -10% | nt | nt | -4% | nt | -19% | 0% | 3%
O=C(N/N=C/c1c[nH]c2ccccc12)c1sc2ccccc2c1Cl | -3% | -13% | ? | -7% | -14%[10 µM] | 8.9µM*[quencher] | ? | 6%
OCC1(Cc2cccc(Cl)c2)CCCN(Cc2cnn(-c3ccccc3)c2)C1 (configuration not stated) | 4% | -11% | -10% | -1% | 21%[10 µM] | -22% | -10% | -3%
CCC(=O)Oc1ccc(NC(=O)c2ccco2)cc1 | 4% | i | 10% | 0% | -31%[inhibitor] | 2% | -1% | 0%
CN(C1=C(N2CCOCC2)C(=O)c2ccccc2C1=O)c1ccccc1 | -12% | -4% | 25µM* | -3% | -22%[10 µM] | ? | ? | -4%
CC(=O)NC(=S)Nc1cc(C(F)(F)F)ccc1N1CCOCC1 | -2% | -8% | -1% | -1% | 11%[10 µM] | -6% | 1% | -3%
Cc1ccc(-n2c(SCC(=O)N/N=C/c3ccc(C)s3)nnc2-c2ccccc2)cc1 | 3% | i | -13% | 3% | -13%[10 µM] | 6% | 10% | 1%
COc1ccc(/C=C/c2nc3cc(-c4ccccc4)ccc3o2)cc1O | -8% | -1% | 11% | 0% | nt | -12% | -3% | -3%
Cc1ccc(NC(=O)Cn2c(-c3cncs3)nc3ccccc32)cc1Br | ? | nt | nt | -3% | nt | ? | 0% | 2%
O=C(O)/C(=C1\OC(=O)c2ccccc21)c1ccccc1 | 1% | -8% | 1% | 2% | 30%[10 µM] | 0% | -6% | -1%
CC(C)C1Nc2ccc(C(=O)O)cc2C2C=CCC21 (configuration not stated) | 8% | 13% | 4.5µM* | -1% | -11%[10 µM] | 10% | 9% | 0%
CC/C(C)=N/Nc1cccc([N+](=O)[O-])c1 | 16% | -4% | -9% | 7% | 1%[10 µM] | -21% | ? | -1%
Cc1ccccc1OCc1nc2c3cnn(C)c3ncn2n1 | -4% | i | -16%[11.4 µM] | 2% | 2% | 0% | -18% | -13%
O=C(NCC1CCCN(C(=O)c2cscn2)C1)c1ccc(-c2ccccc2)cc1 (configuration not stated) | 1% | 16% | 1% | 0% | 2%[10 µM] | -11% | -6% | -2%
Cc1cc(C(=O)Nc2ccc3c(c2)CCC3)c2ccccc2n1 | 0% | -3% | nt | 2% | -25% | -5% | 2% | 3%
CC1(C)COCN1C(=O)c1ccc(Cl)c(Cl)c1 | -7% | -2% | nt | -4% | -15% | -2% | 0% | 1%
COc1cc(C2Nc3cccc4cccc(c34)N2)ccc1OC(C)=O | -2% | i | ? | -8% | 1% | ? | ? | -9%
Cc1cccc(NC(=O)CN(c2ccc(C(C)C)cc2)S(=O)(=O)c2c(C)nn(C)c2C)c1C | 7% | nt | nt | 0% | nt | -8% | -6% | 1%
COc1ccc(C)cc1NC(=O)c1cc2c(=O)n(Cc3cccnc3)ccc2nc1C | -5% | nt | nt | 4% | nt | -12% | -12% | 2%
COc1ccc2c(Cl)c(C(=O)NC3CCS(=O)(=O)C3)sc2c1 (configuration not stated) | 12% | i | 6% | -2% | -14%[10 µM] | 5% | -3% | -5%
CC(=O)C1=C(C)N(Cc2ccccc2)C(=O)N[C@H]1c1cccc(F)c1 | 0%[11.6 µM] | i[11.5 µM] | nt | -3%[11.2 µM] | -29%[10 µM] | -4%[11.6 µM] | 1%[11.5 µM] | 0%[11.2 µM]
CSc1nnc(-c2ccccc2Cl)n1N | -3% | -20% | nt | -7% | 3% | 8% | 8% | -4%
CC(O)CCC(=O)NNC1=CC(=O)CC(C)(C)C1 (configuration not stated) | -2% | i | -4% | 1%[53 µM] | -5%[10 µM] | -5% | -6% | 11%[53 µM]
COc1cc(Cl)c(C)cc1NC(=O)CC1Oc2ccccc2NC1=O (configuration not stated) | 3% | nt | nt | -26% | nt | -25% | -5% | 2%
Cc1cc(Br)ccc1NC(=O)C(C)c1ccc([N+](=O)[O-])cc1 (configuration not stated) | -8% | -5% | 5% | -5% | 2%[10 µM] | -10% | -1% | 1%
CCOC(=O)c1noc2ncnc(N3CCC(C)CC3)c12 | -9% | nt | nt | -5% | nt | -3% | 3% | -8%
Cc1cc(C)nc(OC(=O)c2c(Cl)cc(Cl)cc2Cl)n1 | 3% | i | 10% | -2% | -3%[10 µM] | -2% | -4% | -2%
Cc1ccc(NS(=O)(=O)c2cccc(C(=O)N/N=C/c3c(C)nn(-c4ccccc4)c3N3CCCC3)c2)c(C)c1 | ? | -5% | -1% | 2% | 1%[10 µM] | ? | -11% | 3%
Cc1cc(C(=O)N(NC(=O)C(C)C)c2ccccc2)cs1 | 0% | -2% | -1% | -4% | -6% | -5% | -5% | -3%
Cc1ccc(-c2csc(NC(=O)CCCc3cccs3)n2)cc1 | -1% | -1% | 7% | -6% | 11%[10 µM] | -8% | -10% | -6%
CCC1CCCCN1CCCNC(=O)CC1Oc2ccc(C)cc2NC1=O (configuration not stated) | -12% | -16% | 9% | -2% | 2% | -5% | -18% | -12%
CCC(Sc1nc2cc3c(cc2c(=O)n1CCCC(=O)NCc1ccc(OC)cc1)OCO3)C(=O)NCCCOC (configuration not stated) | -5% | nt | nt | -2% | nt | 3% | 8% | -3%
O=C(Nc1nc2ccc([N+](=O)[O-])cc2s1)c1ccc(S(=O)(=O)N2CCCc3ccccc32)cc1 | 2% | -9% | -5% | -3% | -74%[inhibitor][10 µM] | ? | ? | 12%
NC(=O)c1c(NC(=O)c2ccco2)sc2c1CCC2 | -1% | -13% | nt | -7% | -9%[10 µM] | -17% | ? | -4%
N/C(=N\c1nc2c(c(=O)[nH]1)CCCC2)Nc1ccc(Oc2ccccc2)cc1 | 5% | i | 3% | 1% | 10%[10 µM] | -3% | 7% | 0%
O=C1CC(C(=O)Nc2ccc(F)cc2)n2cnnc2N1 (configuration not stated) | -1% | i | 2% | 1% | 11%[10 µM] | -8% | -5% | -2%
Cc1cc(C)cc(NC(=O)N2CCC(NC(=O)c3ccccc3C)CC2)c1 | 0% | 7% | -4% | 0% | -3%[1.9 µM] | -3% | -3% | 13%
CCOC(=O)C1CCCN(S(=O)(=O)c2cn(C)c(=O)n(C)c2=O)C1 (configuration not stated) | 8% | -4% | nt | 0% | -18% | -5% | -16% | -6%
COC(=O)Cn1ncc2c3ccccc3n(C)c2c1=O | 5% | i | 3% | 2% | 16% | 0% | -1% | -6%
CCOCCCn1c(=NC(C)=O)c(C(=O)OCC)cc2c(=O)n3ccccc3nc21 | -5% | -15% | -4% | -4% | 27%[10 µM] | 0% | -5% | -1%
Cc1ccc(C)n1-c1ccc(-c2nnc3n2CCCCC3)s1 | -15% | -4% | 2% | -1% | 24% | -9% | ? | 10%
CCOc1ccc(-n2c(SCC(=O)NC(C)CC)nc3n[nH]c(C)c3c2=N)cc1 (configuration not stated) | 3% | -9% | -32% | 1% | 4% | 10% | 8% | 4%
Cc1cc(C(=O)Nc2ccc(N3CCCCC3)cc2)no1 | -8% | -1% | -11% | -4% | -22%[10 µM] | -17% | ? | -8%
Cc1ccc(-c2nc(CN3CCCCC3c3cccc(F)c3)c(C)o2)o1 (configuration not stated) | 10% | -13% | -14% | 1%[53 µM] | -5%[10 µM] | -5% | -9% | -4%[53 µM]
CCc1nc2c(sc3nc(N4CCOCC4)c4c(c32)CC(C)(C)OC4)c(=O)o1 | -2% | 0% | 4% | 1% | -1% | 4% | -3% | 4%
Cc1cc(C)c2c(c1)NC(=O)C2(O)c1c[nH]c2ccccc12 (configuration not stated) | 3% | nt | nt | 5% | nt | -17% | -10% | 6%
CN1CCN(Cc2cn(C)nc2-c2ccccc2F)CC1c1ccccc1 (configuration not stated) | -5% | -1% | -4% | 0% | -42% | 1% | -3% | 1%

4 compounds picked at random from the list so far, as already listed:
SMILES | Tau fibril FP | RECQ1 inh | L3MBTL1 inh | TexasRed fluor | HTT ATP protect | Tau fluor counter | Tau ThT inhib | TRb SRC2 PPI
CCOc1ccc(-n2c(SCC(=O)NC(C)CC)nc3n[nH]c(C)c3c2=N)cc1 (configuration not stated) | 3% | -9% | -32% | 1% | 4% | 10% | 8% | 4%
Cc1cc(C(=O)Nc2ccc(N3CCCCC3)cc2)no1 | -8% | -1% | -11% | -4% | -22%[10 µM] | -17% | ? | -8%
CN1CCN(Cc2cn(C)nc2-c2ccccc2F)CC1c1ccccc1 (configuration not stated) | -5% | -1% | -4% | 0% | -42% | 1% | -3% | 1%
CCOCCCn1c(=NC(C)=O)c(C(=O)OCC)cc2c(=O)n3ccccc3nc21 | -5% | -15% | -4% | -4% | 27%[10 µM] | 0% | -5% | -1%
